uPA surface inh – blocks generation of uPA at the cell surface; AID 540303; cell surface uPA generation assay, qHTS; Potency, µM (doses to about 38.3 µM), without a hit: top-dose activity change, negative = inhibition, actives largely listed as inhibitors; 330,000 compounds, 0.31% hits; active means well fitted inhibition curve with a large enough effect; inconclusive means small, poorly fitted or top-dose-only effect; inactive means no such curve, though single readings can be large or run the other way; tested in mouse RAW 264.7 cells; further: potency means the concentration at half of the fitted maximal effect; on the % scale 0 is the no-effect control and ±100 the full control effect; nearly all actives have a fitted effect of over 55% in size
TSG101-PTAP inh – blocks PTAP/TSG101 interaction to inhibit HIV-1 budding. Q99816. Fluorescence polarization, FITC-PTAP peptide / Tsg101 binding. Potency, µM (highest dose often 115 µM), inactives show at the top dose activity change, negative = inhibition, usual class: inhibitors. 340,000 tested, under 10 active. AID 493005; active means well fitted inhibition curve with a large enough effect in the main read-out, with a control signal flat, not every such curve was filed as active; inconclusive means small, poorly fitted or top-dose-only effect, or effect the other way, or a change in a side signal; inactive means no such curve, though single readings can be large or run the other way; further: potency means the concentration at half of the fitted maximal effect; % of control where 0% means no effect
Target sequence (Q99816 whole entry, looked up): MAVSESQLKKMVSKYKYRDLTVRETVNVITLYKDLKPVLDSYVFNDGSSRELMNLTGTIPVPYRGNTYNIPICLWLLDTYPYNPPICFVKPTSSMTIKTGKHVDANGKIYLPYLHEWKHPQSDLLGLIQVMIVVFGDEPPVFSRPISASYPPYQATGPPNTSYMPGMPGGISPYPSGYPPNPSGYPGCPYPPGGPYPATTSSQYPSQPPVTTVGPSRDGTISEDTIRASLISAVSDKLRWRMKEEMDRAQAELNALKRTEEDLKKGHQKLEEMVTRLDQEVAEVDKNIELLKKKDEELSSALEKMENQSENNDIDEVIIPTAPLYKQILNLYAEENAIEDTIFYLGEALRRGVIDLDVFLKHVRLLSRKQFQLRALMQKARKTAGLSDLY
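Compounds were pin-transferred onto Tsg101 binding domain (10 uM final) in HEPES pH 7.5 buffer, then FITC-PTAP peptide was added at 50 nM final. After 20 min at RT, polarization reported peptide displacement across a qHTS concentration series.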
Tb PFK block – T. brucei PFK enzyme inhibition. O15648. T. brucei PFK, ADP-Glo luminescence. Potency, µM (titrated, usually from 57.5 µM), without a hit: at the highest dose activity, negative = inhibition, hits mostly inhibitors. 330,000 compounds, 0.17% hits;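 further: potency means the concentration at half of the fitted maximal effect; 0% = uninhibited 1x PFK enzyme wells and -100% = no-enzyme wells; nearly all actives have a fitted effect of over 60% in size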
Target sequence (O15648 whole entry, looked up): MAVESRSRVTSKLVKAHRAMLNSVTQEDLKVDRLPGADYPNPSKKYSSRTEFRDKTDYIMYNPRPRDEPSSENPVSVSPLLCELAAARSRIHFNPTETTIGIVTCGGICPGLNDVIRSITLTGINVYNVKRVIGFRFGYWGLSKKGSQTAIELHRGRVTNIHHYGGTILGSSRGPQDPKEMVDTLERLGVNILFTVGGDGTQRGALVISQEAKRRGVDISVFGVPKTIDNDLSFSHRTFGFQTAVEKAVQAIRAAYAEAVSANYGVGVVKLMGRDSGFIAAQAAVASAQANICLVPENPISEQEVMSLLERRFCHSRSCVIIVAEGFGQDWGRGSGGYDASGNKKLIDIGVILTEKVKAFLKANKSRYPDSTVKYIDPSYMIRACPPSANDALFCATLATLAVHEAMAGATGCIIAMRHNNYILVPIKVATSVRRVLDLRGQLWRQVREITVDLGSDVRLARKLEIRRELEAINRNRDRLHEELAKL
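Compounds were pin-transferred as a titration series up to 57 uM into substrate buffer (0.5 mM F6P, 0.1 mM ATP, pH 8.0), then 1.25 nM PFK was added and reactions ran 45 min before ADP-Glo detection.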
USP2a block – USP2a (human) protease inhibition | USP2 core, Ub-CHOP2 coupled fluorogenic reporter, 485/531 | Potency, µM (doses to about 38.3 µM), for inactives: at the highest dose activity change, negative = inhibition, actives largely listed as inhibitors | 330,000 compounds, 0.01% hits | AID 463254;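 further: potency means the concentration at half of the fitted maximal effect; plate controls were DMSO wells for no effect and full inhibition by NEM control for full effect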
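Deubiquitinase activity read as fluorescence (485/531 nm) after Ub-CHOP2 cleavage activates the enterokinase reporter on its substrate; USP2 core 10nM, Ub-CHOP2 and substrate 25nM each, 30min compound preincubation then 60min RT; data normalized to NEM, curves fitted.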
Mito fusion yeast – mitochondrial division inhibition or fusion activation; S. cerevisiae fusion-defective mutant growth rescue, CellTiterGlo 48 h; Potency, µM (titrated, usually from 46.1 µM), for the others: at the highest dose growth rescue (activation), hits mostly activators; 320,000 compounds, 0.23% hits; AID 485298;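 further: potency means the concentration at half of the fitted maximal effect; % of control where 0% means no effect; nearly all actives have a fitted effect of over 45% in size; temperature-sensitive fusion mutants such as fzo1-1 at 37 °C on non-fermentable ethanol glycerol medium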
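Read-out: ATP-based luminescence (CellTiterGlo, 10 min ambient) reporting growth of fusion-defective ts yeast after 48 hours at 37C on glycerol/ethanol YPEG medium in the presence of compound.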
TSHR antagonist – antagonists of human thyroid stimulating hormone receptor. P16473. TSHR-expressing cells, TSH-stimulated cAMP HTRF, 2 h; stronger effect = lower value. activity change, negative = inhibition, % at 11.5 µM. 330,000 compounds, 0.2% hits. AID 504810;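 active means activity change below a set negative limit, meaning inhibition stronger than a set level, cut at about -70% in these data; inconclusive means activity change between two set negative limits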; further: on the % scale 0 is the no-effect control and ±100 the full control effect
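Cell-based HTRF cAMP assay; TSHR cells + compound, TSH EC80 (4nM final), 2 h, 37 deg C. Lysis with anti-cAMP cryptate and cAMP-d2, 30 min RT, read 665/620 nm.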
ELG1 DNA repair – ELG1-dependent DNA repair inhibition; HEK293T ELG1-luciferase reporter, luminescence, 16 h; DNA damage induced by 5-fluorouridine; Potency, µM (series often up to 46.1 µM), for the others: at the highest dose activity change, negative = inhibition, usual class: inhibitors; 330,000 compounds, 2.3% hits; further: potency means the concentration at half of the fitted maximal effect; on the % scale 0 is the no-effect control and ±100 the full control effect; nearly all actives have a fitted effect of over 55% in size
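Luminescence from the luciferase reporter, measured 30 min after ONE-Glo reagent at room temperature, was the read-out. Beforehand, 2,000 cells per well were exposed for 16 hr at 37 °C to 5-fluorouridine together with compound or vehicle.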
BCR signal inh – chronic active BCR signaling inhibition; ABC-DLBCL IkBa-CBG/CBR reporter, luminescence ratio, 4 h; 340,000 compounds, 0.05% hits; Potency, µM (doses to about 46.1 µM), for the others: at the highest dose ratio change, negative = lower green/red ratio, usual class: inhibitors; active means well fitted inhibition curve with a large enough effect in the signal ratio, with a control signal flat, not every such curve was filed as active; inconclusive means small, poorly fitted or top-dose-only effect, or effect the other way, or a change in a side signal; the % refers to the signal ratio;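 further: potency means the concentration at half of the fitted maximal effect; plate controls were basal doxycycline-induced cells for no effect and cells given 10 µM MG132 for full effect; MG132 reads +100%, hits lower the ratio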
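TMD8 ABC-DLBCL cells carrying doxycycline-inducible green luciferase fused to IkappaBalpha plus unfused red luciferase were exposed to compounds (up to 46 uM) for 4 hrs at 37C. Activity came from the overlap-corrected green/red luminescence ratio.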
Eya2 inh – blocks the phosphatase activity of human Eya2 | O00167 | recombinant Eya2, OMFP fluorescence dephosphorylation (OMFP is methylfluorescein phosphate) | Potency, µM (series often up to 76.9 µM), for inactives: at the highest dose activity, negative = inhibition, actives largely listed as inhibitors | 330,000 compounds, 0.006% hits | AID 488837; further: potency means the concentration at half of the fitted maximal effect; on the % scale 0 is the no-effect control and ±100 the full control effect
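Eya2 (0.2 uM) preincubated 10 min at ambient with compound, then OMFP substrate added at 50 uM; 10 min reaction in 50 mM HEPES pH 7.5, 50 mM NaCl, 5 uM MgCl2, 0.05% BSA, 1 mM DTT. Fluorescence read at Ex 485/Em 525 nm.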
B2AR arrestin – recruits beta-arrestin to the human beta2-adrenergic receptor | beta-arrestin recruitment to beta2AR, cell-based reporter | P07550 | Potency, µM (titrated, usually from 46.1 µM), without a hit: at the highest dose activation, actives largely listed as activators | 330,000 compounds, 0.02% hits;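 further: potency means the concentration at half of the fitted maximal effect; 0% = DMSO controls and full agonism = EC100 isoproterenol or metaproterenol; nearly all actives have a fitted effect of over 65% in size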
TCR activator – activates T cell receptor signaling. 330,000 tested, under 10 active. primary human leukocytes, anti-CD3, IL-2 HTRF, 48 h. Potency, µM (top dose mostly 9.22 µM), for inactives: at the top dose activation of IL-2 secretion, most hits filed as activators; further: % of control where 0% means no effect
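Human primary leukocytes + a-CD3 beads + cpd, 48 hr; IL-2 in supernatant by HTRF (ex 320nm / em 665nm). No co-stimulatory signal supplied.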
* marks the source's active call; other numbers are inactive results; ? = inconclusive; nt = no result given. Unless noted, the call rests on the fitted dose curve; in most records, active means well fitted curve in the direction sought with a large enough effect; inconclusive means small, poorly fitted or top-dose-only effect, or another doubt; inactive means no such curve, though single readings can be large; an effect the other way counts as inactive or inconclusive.

Values in the order: Eya2 inh, USP2a block, TSHR antagonist, ELG1 DNA repair, TSG101-PTAP inh, TCR activator, B2AR arrestin, Mito fusion yeast, BCR signal inh, uPA surface inh, Tb PFK block
- CC(C)CCN1CCN(Cc2ccsc2)CC1CCO (configuration not stated)
→ -2%, 0%, 0, 11%, 2%, 0%, -1.1%, -6%, 6%, 0%, -5%
- CCc1ccc(/C=C/c2c([N+](=O)[O-])c(=O)n(C)c(=O)n2C)cc1
→ -16%, 3%, 4, ?, -5%, -3%, -0.1%, -15%, ?, 6.3µM*, 0%
- Cn1/c(=N/N=C/c2ccc(Cl)c([N+](=O)[O-])c2)sc2ccccc21
→ 2%, 0%, 4, ?, 0%, 0%, 0.1%, 0%, -2%, 1%, -4%
- Cc1csc(NC(=O)C2C3C=CC(O3)C2C(=O)O)n1 (configuration not stated)
→ 5%, 0%, 12, -3%, -1%, 2%, 0.4%, -4%, -7%, 0%, -9%
- O=C1Nc2ccccc2CCc2ccccc21
→ -2%, -3%, -7, 0%, -3%, 4%, 0.2%, -3%, 5%, 2%, -12%
- CCCCn1c(N)c(N(CCC(C)C)C(=O)COC(=O)c2cccnc2Cl)c(=O)[nH]c1=O
→ -1%, -4%, 8, 18%, -4%, -4%, 0.1%, -4%, 1%, -2%, -7%
- CCCc1cc(=O)oc2cc3occ(C)c3cc12
→ -3%, 2%, -6, -7%, -10%, 6%, -0.1%, 14%, 3%, -6%, 2%
- COc1ccc(C(=O)Nn2c(CC(C)C)nc3cc(OC)c(OC)cc3c2=O)c(OC)c1
→ 6%, -2%, 1, ?, -7%, nt, -1.1%, 2%, -8%, 4%, 1%
- O=C1C(Cc2ccccc2)Nc2ncnc(N3CCc4ccccc4C3)c2N1Cc1ccc(Cl)cc1 (configuration not stated)
→ 16%, 2%, 16, ?, -7%, 9%, -0.1%, 10µM*, -14%, ?, -3%
- Cc1ccc(S(=O)(=O)NCC(=O)OCc2cc(=O)oc3cc(C)ccc23)cc1
→ 11%, 3%, -9, -3%, 1%, 1%, -0.2%, -5%, 2%, ?, 1%
- COc1ccc(S(=O)(=O)NC2CC(C)(C)NC(C)(C)C2)c2ccccc12
→ -8%, 1%, 3, 1%, 0%, 5%, -0.6%, 1%, 2%, -2%, -2%
- CC(C)(C)c1ccc(C(=O)Nc2ccc(CC(=O)O)cc2)o1
→ 5%, 3%, 3, 0%, -4%, 1%, -0.2%, 0%, ?, nt, 0%
- CCc1ccc2[nH]c(=O)c(-c3ccccc3)c(O)c2c1
→ 2%, -2%, 16, -9%, 1%, -3%, 0.5%, 6%, 7%, -5%, -2%
- COC(=O)CNC(=O)COC(=O)c1ccc(Cl)nc1
→ 16%, 0%, -5, -8%, -1%, 1%, 0.3%, 2%, 2%, 1%, -1%
- O=C(NCCc1ccccc1)C1CCCN(C(=O)Nc2ccc(F)cc2)C1 (configuration not stated)
→ -3%, -1%, 2, ?, -10%, 0%, -0.5%, -1%, ?, -7%, -1%
- Cc1ccc(N(C)S(=O)(=O)c2c(C)noc2/C=C/N(C)C)cc1
→ 1%, 2%, 8, 0%, 1%, 3%, -0.2%, 2%, 8%, -14%, -2%
- COc1ccc(CNCc2cn(-c3cccc(F)c3)nc2-c2ccc(C)o2)cc1
→ -10%, 10%, -4, -18%, -8%, -33%, 0.2%, -15%, ?, 8%, -2%
- Nc1nc(NCc2ccccc2)n(-c2ccccc2)n1
→ 13%, 1%, 1, 3%, -4%, -4%, 0.4%, -3%, ?, -3%, 0%
- Cc1nc2c(sc3nc4c(cc32)COC(C)(C)C4)c(=O)n1CC(=O)NCc1ccco1
→ 19%, 2%, -15, ?, -5%, nt, 0.0%, 1%, ?, nt, 2%
- Cc1ccc(C2(C(F)(F)F)NC(=O)N3N=C4CCCCCN4C3=C2C#N)cc1 (configuration not stated)
→ -2%, -2%, 3, -2%, 1%, 4%, 0.0%, -6%, -3%, -1%, -1%
- O=C(CN(c1cccc(C(F)(F)F)c1)S(=O)(=O)c1ccccc1)N1CCOCC1
→ 1%, -1%, 7, -2%, -8%, 4%, 0.2%, 11%, 1%, 2%, 7%
- CCOc1ccccc1NC(=O)Cn1c(=O)n(CCC(=O)NC2CCCC2)c(=O)c2ccccc21
→ -9%, 3%, -6, 0%, nt, nt, -0.3%, -1%, 1%, nt, 3%
- O=C(CCn1cnc2ncccc2c1=O)N1CCN(c2cccc(Cl)c2)CC1
→ -18%, 10%, -3, -8%, -1%, 12%, 0.6%, 2%, 4%, 7%, -11%
- CSc1c(-c2ccccn2)c(N)nn1C(=O)C1CC1
→ -1%, 0%, -5, 1%, 0%, -7%, -0.7%, 4%, ?, -3%, -3%
- O=C(Nc1ccc(Oc2cccnc2)cc1)C1CCN(Cc2ccccc2)CC1
→ 4%, -1%, 29, -1%, 3%, -8%, -0.3%, -9%, 6%, -4%, -2%
- CCN(CC(=O)Nc1ccc(NC(C)=O)cc1)C(=O)CSCC(=O)Nc1ccc(C)cc1
→ 3%, 0%, 14, 10%, 0%, 3%, -0.2%, 5%, ?, 1%, -3%
- Cc1ccc(N2CCN(C(=O)c3ccccc3Br)CC2)c(C)c1
→ -5%, -2%, -16, -13%, 0%, -1%, -1.8%, 25%, -2%, 6%, -2%
- COc1cccc(CNC(=O)CCCSc2ccccc2)c1
→ 11%, 1%, 6, ?, -2%, -4%, -0.1%, -3%, 12%, 3%, -11%
- Cc1ccc(Nc2nc(N)nc(CN3CCN(Cc4ccc5c(c4)OCO5)CC3)n2)c(C)c1
→ -3%, 0%, -2, ?, -7%, nt, -0.1%, 0%, ?, 3%, 2%
- O=C(COC(=O)[C@H](Cc1ccccc1)NC(=O)c1ccco1)Nc1ccccc1OC(F)F
→ 10%, 5%, nt, ?, -1%, -5%, -0.1%, nt, -7%, 4%, 2%
- O=C1/C(=C/c2ccccc2Cl)SC(=S)N1CCC(=O)N1CCCCC1CCO (configuration not stated)
→ 0%, -1%, -5, -1%, -1%, -1%, -0.5%, -3%, ?, 14%, 1%
- O=S1(=O)[C@H]2C[C@@H]3CC[C@]2(CN1Cc1cccc(F)c1)O3
→ -6%, -1%, 4, 10%, -2%, -4%, -0.3%, 2%, 9%, 7%, 5%
- Cc1cc(Cl)cc(C)c1OCCCCn1ccnc1
→ -3%, -2%, -6, -28%, 2%, nt, -0.3%, -1%, 2%, nt, 0%
- CN(CCc1ccccc1)C1CCCN(C(=O)Cn2cccn2)C1 (configuration not stated)
→ 0%, 3%, -3, 3%, 0%, -2%, -0.1%, -1%, -3%, 2%, 3%
- COc1cccc2cc(C(=O)NC(C)c3ccccc3)c(=O)oc12 (configuration not stated)
→ -5%, -1%, 7, 19%, 2%, -12%, 0.0%, -7%, -1%, -4%, -3%
- CCN(CC)c1ccc(NS(=O)(=O)c2ccc(OC)cc2)cc1
→ -4%, 0%, -4, ?, -2%, nt, -0.2%, -2%, -2%, 1%, -4%
- CCN(CCn1cccn1)Cc1nc(-c2ccc(C(=O)OC)cc2)no1
→ -2%, 2%, 10, 22%, 1%, -4%, -0.8%, 17%, ?, 1%, -6%
- CCCC(=O)NNC(=O)c1c(O)c2ccccc2[nH]c1=O
→ 12%, 6%, -4, -5%, 1%, 0%, 0.0%, -7%, 1%, 5%, -5%
- COc1ccc(CN2CCCC(C(=O)Nc3cccc(-n4cccn4)c3)C2)c(F)c1 (configuration not stated)
→ -13%, 2%, -4, 16µM*, 3%, -1%, 0.5%, -4%, ?, -22%, -1%

In the list so far, 2 have a COOH group.
Values in the order: Eya2 inh, USP2a block, TSHR antagonist, ELG1 DNA repair, TSG101-PTAP inh, TCR activator, B2AR arrestin, Mito fusion yeast, BCR signal inh, uPA surface inh, Tb PFK block
- Cc1csc(NC(=O)C2C3C=CC(O3)C2C(=O)O)n1 (configuration not stated)
→ 5%, 0%, 12, -3%, -1%, 2%, 0.4%, -4%, -7%, 0%, -9%
- CC(C)(C)c1ccc(C(=O)Nc2ccc(CC(=O)O)cc2)o1
→ 5%, 3%, 3, 0%, -4%, 1%, -0.2%, 0%, ?, nt, 0%

Bioassay records as filed in PubChem.

Rows are unselected; about 3% have a hit in one of these screens.
